SUMO1 PPI mod: modulators of SUMO1 protein-protein interactions, primary screen, biochemical, uHTS; inhibition, % at 20 µM; 360,000 compounds, 0.33% hits; SUMO1 binding to a labelled peptide, TR-FRET, 1 h; Small ubiquitin-related modifier 1 (Homo sapiens), P63165; in the data active = inhibition above about 37%
TbMetRS inhib: T. brucei MetRS inhibitors, primary screen, biochemical, luminescence. 360,000 compounds, 0.4% hits. purified T. brucei MetRS, ATP depletion, Kinase-Glo luminescence. methionyl-tRNA synthetase (Trypanosoma brucei brucei). inhibition, % at 11.9 µM. AID 624268, 2012;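 active = inhibition above a per-plate cutoff of the control wells' mean inhibition plus 3 SD, cut at about 5.5% in these data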;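 note: 0% = DMSO wells median and 100% = median of wells with control inhibitor compound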
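System: purified T. brucei MetRS enzyme / Detection: Kinase-Glo luciferase luminescence reporting remaining unconsumed ATP / Medium: HEPES buffer with MgCl2, KCl, DTT, spermine, BSA, pyrophosphatase / Replication: singlicate, one well per compound / Evaluation: percent inhibition relative to median high and low control wells / Schedule: 2 h aminoacylation at 25 °C after 15 min preincubation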
SKN-1 inh: suppressors of acrylamide-induced Pgst-4::GFP reporter in worms, primary screen, SKN-1 inhibitor project, whole organism, uHTS, GFP/RFP fluorescence ratio, strain VP596; inhibition, % at 21.8 µM; 360,000 compounds, 0.49% hits; C. elegans VP596 Pgst-4::GFP/RFP ratio, 24 h;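 active = interference check ratio from 0.5 to 1.5 plus GFP to RFP signal ratio inhibition reaching or exceeding a fixed threshold, cut at about 30% in these data, passing the limit was not always enough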; note: some compounds called inactive have numbers as strong as hits
Neddylation inh: inhibitors of cullin neddylation, primary screen, biochemical, TR-FRET, uHTS, NAE and Ubc12. NEDD8-conjugating enzyme Ubc12 (Homo sapiens) + NEDD8-activating enzyme E1 regulatory …. calls only at 25 µM. 360,000 compounds, 0.58% hits; in the data active = inhibition above about 36%
LMPTP inh: LMPTP phosphatase inhibitors, primary screen, biochemical, fluorescence intensity, uHTS. Low molecular weight phosphotyrosine protein phosphatase (Homo sapiens), P24666. recombinant LMPTP-A, OMFP fluorogenic substrate. inhibition, % at 20 µM. 360,000 compounds, 0.22% hits. AID 651560, 2012;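 active = compounds that cut the enzyme signal by at least half of the control window in the single-dose screen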;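 note: plate controls were DMSO wells with enzyme plus substrate for no effect and substrate without enzyme for full effect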
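Assay system: LMPTP-A enzyme. Input: 0.625 nM LMPTP-A final. Probe or stimulus: 400 µM OMFP. Compound dosing: single 20 µM dose. Schedule: 50 min dark incubation at room temperature. Detection: fluorescence intensity of OMFP turnover product. Read-out: percent inhibition versus substrate-only and uninhibited controls. Benchmarks: no-enzyme low control, uninhibited high control.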
STEP block: STEP phosphatase inhibitors, primary screen, biochemical, fluorescence intensity, uHTS | recombinant STEP, OMFP fluorogenic substrate | inhibition, % at 20 µM | 360,000 compounds, 0.25% hits;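 active = inhibition at 20 µM, scaled per plate between control wells, above about 37%, limit read from the data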;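 note: 0% = DMSO with enzyme and substrate and 100% = substrate only without enzyme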
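System: STEP phosphatase, cell-free reaction; Buffer or medium: Bis-Tris pH 6.0 buffer with DTT, detergent; Incubation: 20 min at room temperature, dark; Measured by: fluorescence, 480/540 nm.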
Scp1 inh: Scp-1 phosphatase inhibitors, primary screen, biochemical, colorimetric, uHTS; AID 493091, 2011; 340,000 compounds, 0.88% hits; Recombinant Scp1, phosphopeptide, malachite green phosphate absorbance; inhibition, % at 20 µM; Carboxy-terminal domain RNA polymerase II polypeptide A small phosphatase 1 (Homo …;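 active = inhibition above about 50% at 20 µM, limit read from the data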;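 note: plate controls were DMSO wells with enzyme for no effect and wells lacking enzyme for full effect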
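Assay system: SCP-1 catalytic fragment, aa 76-261 | Buffer or medium: Tris acetate buffer pH 5.5 with MgCl2 and Tween-20 | Compound: One concentration, 20 µM, with 1.0% DMSO | Also added: Phospho 17-mer peptide substrate | Signal: Absorbance at 630 nm | Incubation: 45 min enzyme reaction at room temperature | Measure: % inhibition of SCP-1 phosphate liberation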
NadD inh: inhibitors of S. aureus NadD, primary screen, biochemical, colorimetric, uHTS; purified NadD enzyme, colorimetric absorbance read-out; inhibition, % at 20 µM; 360,000 compounds, 0.78% hits; AID 602399, 2012; in the data active = inhibition above about 26%; note: some compounds past the cut are filed as inactive
DNMT1 block: human DNMT1 methyltransferase inhibitors, primary screen, biochemical, molecular beacon, fluorescence, HinP1I cleavage, uHTS. DNA (cytosine-5)-methyltransferase 1 (Homo sapiens), P26358. inhibition (reported as % activation of signal), % at 10 µM. 360,000 compounds, 0.83% hits. AID 588458, 2011; in the data active = inhibition above about 50%
Target sequence (P26358 504-1616 limits assumed): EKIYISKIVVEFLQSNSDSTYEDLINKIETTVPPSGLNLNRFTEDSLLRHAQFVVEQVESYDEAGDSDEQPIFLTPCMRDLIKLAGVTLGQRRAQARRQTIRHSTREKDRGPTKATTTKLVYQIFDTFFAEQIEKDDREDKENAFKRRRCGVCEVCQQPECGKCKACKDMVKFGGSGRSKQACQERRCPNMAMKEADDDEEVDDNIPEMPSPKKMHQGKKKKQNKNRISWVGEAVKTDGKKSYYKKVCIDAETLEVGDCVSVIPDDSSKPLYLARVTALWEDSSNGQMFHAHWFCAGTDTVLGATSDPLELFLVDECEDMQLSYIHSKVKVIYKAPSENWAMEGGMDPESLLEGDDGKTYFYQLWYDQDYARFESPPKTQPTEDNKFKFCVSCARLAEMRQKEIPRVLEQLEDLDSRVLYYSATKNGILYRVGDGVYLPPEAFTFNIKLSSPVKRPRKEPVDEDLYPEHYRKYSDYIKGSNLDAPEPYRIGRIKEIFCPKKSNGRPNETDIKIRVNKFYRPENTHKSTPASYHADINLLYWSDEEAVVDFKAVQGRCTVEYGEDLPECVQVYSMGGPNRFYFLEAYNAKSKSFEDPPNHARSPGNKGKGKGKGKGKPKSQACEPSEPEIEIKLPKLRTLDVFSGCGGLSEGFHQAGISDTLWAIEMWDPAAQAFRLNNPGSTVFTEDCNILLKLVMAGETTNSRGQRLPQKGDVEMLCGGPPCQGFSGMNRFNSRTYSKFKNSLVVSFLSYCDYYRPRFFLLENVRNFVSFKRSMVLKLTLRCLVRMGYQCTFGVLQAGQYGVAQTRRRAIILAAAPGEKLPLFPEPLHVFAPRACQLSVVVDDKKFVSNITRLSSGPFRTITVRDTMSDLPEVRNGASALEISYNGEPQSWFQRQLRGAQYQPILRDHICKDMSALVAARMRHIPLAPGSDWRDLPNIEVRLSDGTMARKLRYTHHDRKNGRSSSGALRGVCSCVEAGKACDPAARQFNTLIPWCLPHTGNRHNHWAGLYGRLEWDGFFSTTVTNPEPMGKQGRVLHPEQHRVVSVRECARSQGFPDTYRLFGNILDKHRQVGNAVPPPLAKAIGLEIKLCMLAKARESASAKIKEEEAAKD
CendR NRP1 mod: modulators of CendR peptide binding to NRP-1, primary screen, biochemical, fluorescence polarization, uHTS; Neuropilin-1 (Homo sapiens), O14786; FAM-RPARPAR peptide binding to NRP-1; inhibition, % at 25 µM; 360,000 compounds, 0.85% hits;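 active = inhibition or corrected inhibition above about 18%, plus a signal ratio from 0.5 to 1.5, limit read from the data, passing the limit was not always enough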; note: strong numbers were not always called active
Active calls of the source: *; i = inactive; . = not tested or not shown; + = active, no number.

nr	SUMO1 PPI mod	TbMetRS inhib	SKN-1 inh	Neddylation inh	LMPTP inh	SMILES	STEP block	Scp1 inh	NadD inh	DNMT1 block	CendR NRP1 mod
1	3	0.9	2	i	-0.1	CC(C)CNS(=O)(=O)c1ccc(Br)cc1N1CCC[C@@H]1CO	1	7	2	2	5
2	-2	-0.3	-9	i	1.6	C=CCn1c(SCC(=O)Nc2cc(C)on2)nc2sc3c(c2c1=O)CCCC3	3	-10	0	45	12
3	-3	-0.5	-2	i	1.2	CCN(C(=O)CSc1nnc(COc2ccccc2F)n1N)c1c(N)n(Cc2ccccc2)c(=O)[nH]c1=O	-2	6	-2	0	-11
4	4	-0.7	6	i	0.1	O=C(NC1CCOc2ccccc21)c1ccccn1 (stereo unspecified)	-2	-1	5	2	5
5	-2	-1.5	0	i	-2.5	COc1cc(C(=O)N2CCN(C(=O)CC(C)C)CC2)cc(OC)c1OC	-2	3	0	0	4
6	-2	-0.1	2	i	-1.1	CCC1=NN(C(=O)c2cccnc2)C(O)(C(F)(F)F)C1 (stereo unspecified)	-1	-7	-3	1	-7
7	-3	-0.1	-9	i	4.1	Cc1ccc(-n2c(N)c(-c3nc4ccccc4n3C)sc2=S)cc1	5	-5	11	-9	11
8	0	-0.2	1	i	-1.5	COc1ccc(C2C/C(=N\O)C(C)(C)O2)cc1 (stereo unspecified)	-2	-4	-3	-6	2
9	-1	-2.3	-6	i	-0.8	COc1cccc(CN(C)C[C@@H]2OCc3ccccc3-c3c(n(C)c4ccccc34)C(=O)N([C@@H](C)CO)C[C@H]2C)c1	2	.	-4	-26	-6
10	3	-0.3	8	i	-0.5	CCOc1ccccc1NC(=O)N1CCC(NC(=O)C2CCCCC2)CC1	-2	-8	-2	-2	-5
11	-1	0.2	13	i	0.2	Cc1ccc(SCC(=O)NCCN2C(=O)CSC2=O)c(C)c1	-1	-4	-1	3	7
12	-14	-0.1	-21	i	0.0	O=[N+]([O-])c1ccc(Cl)cc1C=NNc1ccccn1	-1	0	3	15	1
13	0	-0.2	5	i	0.8	Cn1c(SCC(=O)c2ccccc2)nnc1-c1cccc(N)c1	7	-12	-5	-1	-9
14	-6	-0.4	-20	i	0.0	Cc1nc(SCC(O)CO)c([N+](=O)[O-])[nH]1 (stereo unspecified)	2	-6	8	2	6
15	3	-0.8	-1	i	-1.9	C[C@H]1CN([C@@H](C)CO)C(=O)CCCn2nncc2CO[C@@H]1CN(C)S(=O)(=O)c1ccc2ccccc2c1	0	.	3	43	-4
16	-1	-0.8	15	i	1.2	CN1OC(COC(=O)c2ccc(Cl)cc2Cl)CC1c1ccccc1 (stereo unspecified)	2	0	3	-2	-3
17	-35	0.5	6	.	-0.3	N#C/C(=C\c1c(Oc2ccccc2Cl)nc2ccccn2c1=O)C(=O)NC1CCS(=O)(=O)C1 (stereo unspecified)	3	-6	-1	0	12
18	8	-0.3	0	i	-1.4	COc1cc(C)ccc1S(=O)(=O)NC(=O)C1(C)CCN1C(=O)C1(c2ccc(Cl)cc2)CCC1 (stereo unspecified)	-2	.	5	1	0
19	-20	-0.3	-7	i	-1.0	O=C(/C=C/c1ccccc1[N+](=O)[O-])NCc1cccnc1	0	-7	-4	-1	-5
20	3	-0.1	4	i	0.5	COc1ccc(C)cc1NC(=O)CCN1CCN(c2ccccc2F)CC1	-1	-5	-2	-4	12

Three compounds from above, arranged by the number in DNMT1 block, high to low.
nr	SUMO1 PPI mod	TbMetRS inhib	SKN-1 inh	Neddylation inh	LMPTP inh	SMILES	STEP block	Scp1 inh	NadD inh	DNMT1 block	CendR NRP1 mod
15	3	-0.8	-1	i	-1.9	C[C@H]1CN([C@@H](C)CO)C(=O)CCCn2nncc2CO[C@@H]1CN(C)S(=O)(=O)c1ccc2ccccc2c1	0	.	3	43	-4
14	-6	-0.4	-20	i	0.0	Cc1nc(SCC(O)CO)c([N+](=O)[O-])[nH]1 (stereo unspecified)	2	-6	8	2	6
18	8	-0.3	0	i	-1.4	COc1cc(C)ccc1S(=O)(=O)NC(=O)C1(C)CCN1C(=O)C1(c2ccc(Cl)cc2)CCC1 (stereo unspecified)	-2	.	5	1	0

Other results follow:
nr	SUMO1 PPI mod	TbMetRS inhib	SKN-1 inh	Neddylation inh	LMPTP inh	SMILES	STEP block	Scp1 inh	NadD inh	DNMT1 block	CendR NRP1 mod
21	0	-0.7	12	i	0.8	CCOC(=O)C(C)Sc1nc2c(cnn2-c2ccc(F)cc2)c(=O)[nH]1 (stereo unspecified)	-4	-9	1	0	5
22	-2	-0.4	2	i	2.3	COc1ccc2c(c1)C(C)(Cc1ccc(C(=O)c3ccccc3)cc1)C(=O)N2 (stereo unspecified)	2	.	-6	-7	18
23	-6	-0.8	0	i	-1.4	O=C(CSc1nnc(-c2ccc(C(F)(F)F)cn2)s1)c1ccc(Cl)cc1	2	-6	-5	7	11
24	2	-0.1	0	i	-1.6	COC(=O)CNC(=O)CCCCC(=O)NCC(=O)OC	0	-2	-1	2	-5
25	2	0.2	6	i	-1.0	Cc1cc2c(cc1C)-c1nnnn1C(C)(C)C2	-1	7	-1	0	-6
26	6	0.8	6	i	-1.6	Cc1c(CC(=O)NCCC(=O)O)c(=O)oc2cc3occ(-c4ccccc4)c3cc12	0	-6	-5	1	0
27	3	-0.1	-11	i	-1.5	CN(Cc1ccccc1)c1nc2c(c(=O)[nH]c(=O)n2C)n1Cc1ccccc1	-4	0	0	1	-4
28	-2	-1.1	5	i	2.0	CCOc1ccc2c(O)csc2c1	6	12	17	-2	-4
29	1	-0.6	5	i	1.7	Cc1[nH]nc(-c2ccc(O)c(C)c2O)c1Oc1ccccc1	9	-6	-4	-14	-10
30	-3	-0.6	3	i	-1.0	COc1ccccc1OCCNC(=O)CCS(=O)(=O)c1ccccc1	-2	-5	10	-7	9
31	-4	-0.6	-22	i	-0.1	C=CCOC(=O)Nc1c(C(=O)OC)[nH]c2ccc(Cl)cc12	-9	1	6	-7	-13
32	0	-0.9	2	i	-1.0	Cc1ccc(-c2cc(N)n[nH]2)cc1	0	-3	-7	1	17
33	-20	0.9	12	+	-1.7	CN(CCO)S(=O)(=O)c1ccc2c(c1)C(=NO)c1cc(S(=O)(=O)N(C)CCO)ccc1-2	0	8	7	1	-7
34	-1	-0.8	1	.	-0.2	CC1(C)CC(=O)c2cc(OCC(=O)NCCCN3CCN(c4ccccc4F)CC3)ccc2O1	-4	-6	2	1	-17
35	-1	-0.7	4	i	1.0	COCOCCn1cc(CN2CCS(=O)(=O)N(Cc3ccc(-c4ccc(Cl)cc4)cc3)C(C(C)C)C2=O)nn1 (stereo unspecified)	-1	.	4	-5	-10
36	-1	-0.9	4	i	2.0	Cc1cc(OCCSc2nnc(-c3cccs3)n2C)ccc1Cl	1	5	6	7	1
37	2	-0.8	-6	i	-0.3	COc1ccccc1NC(=O)CSc1nnc(NC(=O)C2CC2)s1	-2	-7	-1	0	2
38	-4	-0.9	-14	i	-0.1	COc1ccc(OC)c(N2C(=O)CC(Cc3ccc(C)cc3)C2=O)c1 (stereo unspecified)	0	-2	-1	0	-9
39	-1	-2.0	-8	i	-5.5	c1coc(CNc2ncnc3[nH]ncc23)c1	-2	6	-2	5	2
40	-3	-0.1	12	i	0.4	COCCc1nc2ccc(C(=O)N(C)Cc3cccc(-n4nc(C)cc4C)c3)cc2o1	-2	-17	2	1	20
41	-2	1.3	6	i	3.9	O=C1[C@@H](Oc2ccccc2)[C@@H](c2cnc3ccccc3c2)N1c1ccccc1	-3	10	8	-4	-8
42	1	-0.8	-2	i	-2.3	CCN1C(=O)/C(=C\N(C)C)NC1=S	-2	-6	-1	0	-10
43	-12	-1.1	-6	i	-1.5	C[n+]1cccc(/C=N/NC(=O)CC23CC4CC(CC(C4)C2)C3)c1	-5	83*	5	4	-4
44	-3	-0.5	6	i	-1.9	O=c1[nH]c2ccc(S(=O)(=O)N3CCCC3)cc2[nH]1	0	-5	1	1	2
45	-2	0.1	-3	i	0.2	CCCCNC(=O)CCn1c(=S)[nH]c2cc3c(cc2c1=O)OCO3	-2	-4	-5	1	-10
46	1	-0.5	12	i	-0.7	CCC1CCCCN1C1Sc2ccc(C(=O)OC)cc2NC1=O (stereo unspecified)	-2	0	-4	0	-22
47	7	0.5	9	i	-0.5	COc1ccc(C(=O)OCC(=O)N(C)C2CCS(=O)(=O)C2)cc1S(=O)(=O)N1CCCc2ccccc21 (stereo unspecified)	3	-3	5	6	6
48	-1	0.4	41*	i	0.2	FC(F)(F)c1cc(Cl)c2nc(-c3ccccc3)cn2c1	1	-2	0	-1	3
49	-5	-0.7	5	i	12	O=C(N/N=C/c1ccc(Cl)cc1)c1sccc1OCc1ccc(F)cc1	7	-2	0	-3	-2
50	9	-0.6	14	i	17	O=C1COc2ccc(C(=O)CSc3nnc(Cc4cccs4)n3-c3ccccc3)cc2N1	3	-2	-1	-1	3
51	2	5.8*	12	i	-0.9	O=C(C(=O)N1CCN(C(=O)c2ccco2)CC1)c1c[nH]c2ccccc12	-4	-8	3	1	12
52	1	-0.6	1	i	1.1	O=C(NCC1COc2ccccc2O1)c1cc(S(=O)(=O)N2CCOCC2)c(Cl)cc1Cl (stereo unspecified)	2	5	0	-6	0
53	7	-0.2	0	i	5.1	Cc1ccc(C(=O)Nc2nc(-c3ccco3)c(-c3ccco3)s2)o1	0	21	31*	16	-43
54	-2	-1.1	1	i	-0.1	Cc1cnc(C(=O)Nc2ccc(S(=O)(=O)NCC(C)C)cc2)cn1	-2	-5	-3	-3	19
55	-7	-0.5	-20	i	-0.3	Cc1cccc(C)c1N1CCN(c2nc(N(C)C)oc(=O)c2C#N)CC1	2	-13	5	4	-22
56	-1	-0.4	2	i	0.0	CCOc1ccccc1N1CCN(CC(=O)c2c(N)n(C)c(=O)n(C)c2=O)CC1	2	5	0	1	3
57	27	-0.5	25	i	0.6	CCCCCCCCCCCCCCCCn1cc[n+](CC(C)=O)c1	7	18	19	-14	11
58	2	0.4	-12	i	-1.9	CCCCOP(=O)(c1ccc(N(C)C)cc1)C(O)c1cccnc1 (stereo unspecified)	-1	-9	2	2	-4

Compound activity as filed in PubChem BioAssay.

Random draw from the library; 4.6% or so of the library scored in one or more.
